NCOA3 inh: human NCOA3 inhibition. HEK293 GAL4-SRC3 luciferase reporter, luminescence. inhibition, % at 3.6 µM. 360,000 tested, 0.17% active. Q9Y6Q9;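 active means inhibition above a per-campaign cutoff, the mean of all compounds plus 3 SD, cut at about 60% in these data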;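 further: 0% = DMSO-treated cells and 100% = gossypol-treated cells at 36 µM; higher means less SRC3-driven luciferase light from the GAL4 reporter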
NCOA1 inh: inhibits human SRC1 coactivator | Q15788 | HEK293 GAL4-SRC1 luciferase reporter, luminescence | inhibition, % at 3.6 µM | 360,000 tested, 0.12% active;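 active means inhibition above the campaign mean plus 3 SD, with each screening campaign given its own cutoff, cut at about 60% in these data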;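 further: 0% = DMSO treated cells and 100% = gossypol at 36 µM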
NR5A2 inv ag: NR5A2 inverse agonism in reporter assay; inhibition, % at 3.6 µM; O00482; 360,000 tested, 0.13% active; HEK293T StAR-luciferase reporter, LRH-1 transfected, 24 h;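 active means inhibition above the mean inhibition of all tested compounds plus 3 SD, cut at about 73% in these data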;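 further: 0% = DMSO wells and 100% = reporter-only cells lacking LRH-1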
Target sequence (O00482 whole entry, looked up): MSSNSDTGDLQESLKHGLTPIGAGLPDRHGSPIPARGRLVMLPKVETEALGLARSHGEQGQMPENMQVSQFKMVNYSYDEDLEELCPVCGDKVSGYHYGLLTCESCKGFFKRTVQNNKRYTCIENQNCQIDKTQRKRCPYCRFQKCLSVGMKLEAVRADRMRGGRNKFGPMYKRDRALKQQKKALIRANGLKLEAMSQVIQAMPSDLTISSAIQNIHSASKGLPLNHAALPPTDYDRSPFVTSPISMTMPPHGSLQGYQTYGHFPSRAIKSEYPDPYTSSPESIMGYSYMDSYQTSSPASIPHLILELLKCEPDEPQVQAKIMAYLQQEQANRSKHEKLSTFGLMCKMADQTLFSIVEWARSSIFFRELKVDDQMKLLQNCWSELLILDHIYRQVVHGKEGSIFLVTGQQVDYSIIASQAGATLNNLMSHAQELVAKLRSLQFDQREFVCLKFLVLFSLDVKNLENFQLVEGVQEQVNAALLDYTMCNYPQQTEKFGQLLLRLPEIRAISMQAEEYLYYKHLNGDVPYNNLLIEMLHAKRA
TLR9-MyD88 inh: inhibitors of human TLR9-MyD88 binding; Q9NR96+Q99836; CHO BLA complementation TLR9-MyD88, CCF4 FRET ratio; inhibition, % at 4.98 µM; 340,000 tested, 0.21% active;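 active means inhibition above the mean over all tested compounds plus 3 SD, cut at about 21% in these data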;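 further: 0% = DMSO only wells and 100% = clavulanate BLA inhibitor control wells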
NOD2-RIPK2 inh: NOD2-RIPK2 protein interaction inhibition; O43353; CHO BLA complementation NOD2-RIPK2, CCF4 ratio; inhibition, % at 4.98 µM; 360,000 tested, 0.38% active; AID 624267; in the data active means inhibition above about 21%;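 further: 0% = vehicle only and 100% = reference blocker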
Exocytosis inh: lytic granule exocytosis inhibition | TALL-104 LAMP-1 surface exposure, flow cytometry; cells stimulated with thapsigargin and PMA | 360,000 tested, 0.66% active | inhibition, % at 10 µM;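 active means inhibition above about 55%, limit read from the data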
NCOA2 inhibitor: human SRC2 (NCOA2) inhibition; HEK293 GAL4-SRC2 luciferase reporter, luminescence; 370,000 tested, 0.17% active; Q15596; inhibition, % at 9 µM; AID 651957;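 active means inhibition above the mean inhibition of all tested compounds plus 3 SD, set per campaign, cut at about 52% in these data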;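 further: 0% = DMSO treated cells and 100% = cells given Gossypol at 36 µM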
TROY NFkB inh: blocks TROY-dependent signaling in reporter cells | Q293 LMP1-TROYcd NF-kB luciferase reporter, 4 h | inhibition, % at 10 µM | 360,000 tested, 0.98% active;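 active means compounds whose plate-normalised and pattern-corrected inhibition of the luciferase reporter signal at the single screening dose is 50% or more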
ABHD5 PLIN5 PPI: inhibitors of human ABHD5-perilipin-5 interaction; Q00G26+Q8WTS1; Split G. princeps luciferase complementation, luminescence, 4 h; inhibition, % at 4 µM; 360,000 tested, 0.78% active; AID 602281;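 active means inhibition above the mean inhibition across every tested compound plus 3 SD, cut at about 22% in these data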;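 further: 0% = DMSO only wells and the 100% control is not disclosed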
TWEAK-Fn14 inh: blocks TWEAK-Fn14 interaction in a reporter cell assay; TWEAK-stimulated Fn14 reporter cells, luciferase luminescence, 8 h; inhibition, % at 10 µM; 360,000 tested, 2% active; AID 1159606; in the data active means inhibition above about 50%
COUP-TFII inh: blocks human COUP-TFII nuclear receptor | AID 686940 | HEK293T NGFI-A luciferase reporter, luminescence | 370,000 tested, 0.7% active | inhibition, % at 8.6 µM;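 active means inhibition above a per-plate cutoff, mean inhibition of test wells between control levels plus 3 SD, cut at about 38% in these data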;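 further: cells cotransfected with COUP-TFII expression vector driving the NGFI-A reporter; 0% = median of COUP-TF2 test wells and 100% = reporter-only cells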
Target sequence (P24468 whole entry, looked up): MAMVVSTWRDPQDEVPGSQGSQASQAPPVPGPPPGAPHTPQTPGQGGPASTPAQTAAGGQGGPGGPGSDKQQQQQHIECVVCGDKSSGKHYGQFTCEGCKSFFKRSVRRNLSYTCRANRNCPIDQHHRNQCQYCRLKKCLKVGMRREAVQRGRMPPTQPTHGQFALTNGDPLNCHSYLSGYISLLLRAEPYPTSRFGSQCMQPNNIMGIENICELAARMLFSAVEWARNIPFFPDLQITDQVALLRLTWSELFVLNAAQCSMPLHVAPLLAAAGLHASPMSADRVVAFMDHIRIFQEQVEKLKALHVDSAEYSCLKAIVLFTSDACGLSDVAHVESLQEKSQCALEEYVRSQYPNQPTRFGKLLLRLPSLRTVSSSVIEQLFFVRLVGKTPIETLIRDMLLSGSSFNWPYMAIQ
* = called active by the depositor; . = not tested or not shown.

SMILES | NCOA3 inh | NCOA1 inh | NR5A2 inv ag | TLR9-MyD88 inh | NOD2-RIPK2 inh | Exocytosis inh | NCOA2 inhibitor | TROY NFkB inh | ABHD5 PLIN5 PPI | TWEAK-Fn14 inh | COUP-TFII inh
CC1(C(=O)NS(=O)(=O)c2cccc(C#N)c2)CCN1C(=O)c1ccccc1CCc1ccccc1 (stereo not given) | -5.0 | -10.4 | 2.5 | . | 0.9 | 1.3 | 5.1 | 1.9 | -12.4 | 14.1 | 7.0
N#C/C(=N\Nc1ccc(F)cc1)C(=N)N1CCCCC1 | -67.7 | -116.9 | -226.0 | 0.1 | -5.8 | 0.8 | -54.4 | -11.5 | 4.0 | 6.9 | -58.9
O=C(NCc1csc(-c2cccs2)n1)C1CCC1 | -35.8 | -25.0 | -39.9 | 1.8 | -4.1 | 2.2 | -71.1 | -28.3 | -0.9 | -8.9 | -0.4
Cc1cc(OCC(=O)NCc2cccnc2)c2c(C)c(Cc3ccccc3)c(=O)oc2c1 | -18.4 | 15.7 | 2.0 | -4.3 | 11.1 | -0.9 | -14.8 | 39.2 | 3.2 | -0.9 | -9.3
O=C1NC(=S)S/C1=C/c1ccc(N2CCOCC2)o1 | 7.4 | -0.5 | 7.6 | -1.9 | -6.7 | 0.1 | . | 3.4 | 44.0* | 6.2 | .
Cc1ccc(CNC(=O)C2C3C=CC(C3)C2C(=O)O)cc1 (stereo not given) | 2.5 | 1.4 | 0.5 | 9.6 | -0.8 | 3.0 | -1.4 | 1.6 | 1.0 | -1.6 | 9.6
O=C(CN(C(=O)c1csnn1)c1cccc(F)c1)NCc1ccc2c(c1)OCO2 | -5.5 | 4.6 | -1.3 | -0.7 | 1.1 | -1.4 | -10.0 | 11.0 | -10.9 | 1.1 | -20.4
O=C(N/N=C/c1ccc(Cl)cc1Cl)Nc1ccccc1 | -28.7 | -46.5 | -10.5 | 11.2 | -10.8 | -1.6 | -21.4 | 9.6 | 1.3 | -12.3 | -18.3
CN(c1ccc(C(=O)Nc2ccc(F)cc2F)cc1)S(=O)(=O)c1ccccc1 | 13.9 | 9.2 | 8.8 | 1.1 | -1.1 | -4.5 | 6.7 | 12.7 | -0.7 | -6.8 | 19.4
Cc1cc(OCCCn2cnc3ccccc3c2=O)ccc1[N+](=O)[O-] | -2.4 | -7.9 | 7.1 | -3.3 | -4.3 | -4.8 | -21.5 | -6.9 | -3.0 | -4.5 | 12.8
COc1cccc(-c2nn(-c3ccccc3)cc2CN2CCCO2)c1 | 7.4 | 11.9 | 2.7 | -1.5 | -3.6 | 0.7 | -19.5 | -22.2 | 5.1 | 1.7 | 4.7
CCN1CCN(CC(=O)Nc2ccc(S(=O)(=O)N3C(C)CCCC3C)cc2)CC1 (stereo not given) | -12.0 | -0.1 | -17.4 | 8.7 | -14.5 | -12.9 | -9.2 | -12.9 | 6.4 | 12.2 | 16.2
CN(C(=O)CSc1nnc(-c2ccccc2)n1C)C1CCS(=O)(=O)C1 (stereo not given) | 16.6 | 5.0 | 2.5 | 4.0 | 5.6 | 4.8 | -6.9 | 3.1 | 1.9 | 6.0 | -1.1
Cc1ccc(NC(=O)CSc2nc(O)c(Cc3ccccc3)c(=O)n2-c2ccccc2)cc1 | -5.2 | -11.6 | 6.0 | 1.5 | -12.4 | 0.0 | -2.6 | -19.6 | -7.5 | -3.1 | -5.9
CCOC(=O)CCCNC(=O)COC(=O)CCC(=O)c1ccc(F)cc1 | 1.0 | -7.8 | -1.0 | -3.8 | -8.4 | 1.5 | -10.3 | 10.9 | -1.2 | 4.5 | -2.9
CCOC(=O)c1oc2ccc(CNCCO)c(Cl)c2c1C | -55.2 | -70.5 | -80.7 | -6.6 | -3.5 | 4.2 | -67.0 | 16.6 | 10.2 | -27.5 | -23.0
CC1Sc2ccc(S(=O)(=O)CCC(=O)Nc3ccccc3Cl)cc2NC1=O (stereo not given) | -0.5 | -0.7 | 4.9 | 5.8 | -17.3 | 3.3 | 6.7 | 2.0 | -7.5 | 11.6 | -0.2
C=C(C)C1CC=C(C)/C(=N/NC(=O)c2ccc(NC(=O)CC)cc2)C1 (stereo not given) | -15.3 | 1.1 | 2.0 | 5.5 | 0.9 | -0.2 | -2.3 | 3.8 | -0.2 | -13.6 | 16.9
O=C(Nc1nnc(CC2=CCCCC2)s1)c1cccs1 | -37.8 | -20.6 | -42.1 | 3.0 | -7.3 | 1.0 | -39.9 | -31.5 | -6.3 | -23.6 | -22.0
Cc1ccc(C2N(C)C(=O)c3ccccc3N2C)cc1 (stereo not given) | 4.9 | -46.0 | 27.5 | 0.3 | -9.2 | -2.5 | 10.5 | 19.6 | 2.4 | 17.8 | 13.9
S=c1cnc2ccccc2[nH]1 | 3.0 | -7.5 | -2.8 | 1.9 | -4.5 | -2.7 | -11.0 | 1.5 | -5.5 | -16.5 | 11.3
C=CCOc1c(Br)cc(/C=N/O)cc1OCC | -1.6 | 6.1 | -10.1 | 10.7 | 1.4 | -0.4 | 7.5 | 9.9 | -3.4 | -1.8 | 3.5
CC(NCC1COc2ccccc2O1)C(=O)NCc1ccccc1 (stereo not given) | 6.5 | 7.6 | 0.8 | -10.7 | -4.0 | -1.3 | 11.4 | -4.0 | 1.0 | 22.3 | 7.1
Nc1nc(-c2cccnc2)nn1C(=O)c1ccc(F)cc1 | -1.6 | -1.5 | -2.1 | -5.3 | -0.1 | -4.1 | 2.0 | 2.7 | 3.5 | 30.0 | -8.8
CC(=O)NNC(=O)C(O)(c1ccccc1)c1ccccc1 | 6.5 | -0.1 | 7.2 | 4.1 | 3.0 | -2.7 | -5.2 | 2.4 | -2.2 | -0.1 | -12.2
COc1ccc(-c2onc(C)c2C)cc1S(=O)(=O)NCCc1ccco1 | 15.7 | 0.4 | -4.0 | -4.4 | 10.4 | 2.7 | -2.2 | 15.1 | 5.6 | 6.3 | -8.3
CCCCCC(=O)Nc1ncc2c(n1)CC(c1cccs1)CC2=O (stereo not given) | 13.9 | -0.1 | 8.7 | . | 3.7 | -4.7 | 12.2 | 6.0 | -1.0 | -1.8 | 3.5
COc1ccc(-c2[nH][nH]c(=O)c2NC(=O)c2ccc([N+](=O)[O-])cc2)cc1 | 9.8 | -17.1 | 23.5 | . | -3.3 | 1.6 | -9.8 | -16.0 | -44.7 | -5.1 | 3.7
O=C(CSc1nnc(COc2ccccc2)o1)N1CCCCC1 | -2.9 | -55.4 | -8.0 | 4.9 | 8.5 | 7.7 | -22.5 | 1.1 | -7.9 | 8.5 | -11.5
Cc1ccc(S(=O)(=O)N[C@@H](CO)C(=O)N[C@@H](Cc2ccc(O)cc2)C(=O)O)cc1 | -3.7 | -12.3 | 7.2 | -2.9 | -12.3 | -6.3 | -16.5 | -5.9 | -7.4 | 20.2 | 11.5
CCOC(=O)CSc1ncnc2c1nnn2-c1ccc(F)cc1 | 6.5 | 8.1 | -1.9 | 2.2 | -11.4 | 1.3 | -12.0 | -1.0 | 1.7 | 6.8 | 8.6
CCN1/C(=C2/OC(=S)N(C)C2=O)Sc2ccccc21 | -7.7 | -12.8 | -5.6 | -2.3 | 2.9 | -1.0 | 8.2 | -14.4 | 6.8 | -5.4 | -3.7
COc1ccc(CCNC(=O)CN(c2ccccc2)S(=O)(=O)c2ccccc2)cc1 | 9.3 | 0.2 | -5.9 | 0.7 | -5.0 | -7.0 | 11.8 | -0.9 | -3.5 | -2.9 | 0.0
CCOC(=O)c1cc(NC(=O)CSCCO)ccc1Cl | -8.6 | -2.0 | 38.6 | 1.7 | -9.6 | -0.7 | -4.9 | -1.2 | -4.7 | -6.0 | 0.2
O=C(Nc1ccc(C(F)(F)F)cc1)c1csc(-c2ccncc2)n1 | 20.4 | 8.1 | 13.7 | 2.9 | 8.0 | -5.5 | 6.6 | 1.3 | 0.7 | -1.5 | 20.4
Cc1cc(C)nc(Nc2nc(-c3ccccc3)cs2)n1 | -94.3 | -119.8 | -109.5 | -0.4 | 7.8 | 76.5* | -61.8 | 38.7 | 9.4 | 62.6* | -41.1
CCCC(C)NC(=O)CSc1nc(-c2ccccc2)cn1N (stereo not given) | 24.7 | 7.5 | 18.0 | 9.6 | 1.3 | 0.3 | 7.5 | 6.0 | 0.0 | 25.2 | 0.3
COC(=O)c1cc(S(=O)(=O)N(C)Cc2ccco2)c[nH]1 | -7.9 | -8.0 | -22.7 | -4.5 | 5.6 | 15.1 | -6.2 | -0.1 | -7.1 | -5.5 | -2.8
O=[N+]([O-])c1cccnc1N1CCN(Cc2ccc3c(c2)OCO3)CC1 | -17.0 | -0.9 | 3.5 | -7.2 | -7.6 | -4.6 | -3.5 | 4.6 | 7.5 | -5.4 | 11.0
O=C1CC(=O)N(C2CCCCC2)C(=O)N1c1ccccc1S(=O)(=O)Oc1ccccc1 | 0.9 | -19.4 | 18.2 | . | -6.1 | 3.6 | -23.2 | 1.2 | 10.5 | -16.5 | 18.4
CC(C)(O)C1=NOC(c2ccccc2)C1 (stereo not given) | 1.4 | -9.2 | -3.9 | -4.9 | -7.8 | 1.4 | -2.1 | -11.1 | 14.8 | 9.7 | -7.0
Nc1nonc1-n1nnc(C(=O)N/N=C/c2ccccn2)c1-c1ccccc1 | 6.2 | -7.2 | 3.9 | 4.5 | -16.8 | -2.8 | -0.3 | 1.7 | 7.0 | 2.2 | 7.6
Cc1cc(Cl)ccc1OCC(=O)NNC(=O)c1ccc(=O)[nH]c1 | 2.5 | 1.1 | -8.0 | 1.4 | -9.9 | -1.9 | -21.6 | -0.8 | -0.9 | -1.5 | -9.2
COC(=O)c1cc(C(=O)Nc2ccc(S(=O)(=O)NC(C)(C)C)cc2)cc([N+](=O)[O-])c1 | 11.2 | 12.4 | -24.0 | -9.5 | -8.8 | 2.9 | -8.0 | -20.9 | 2.5 | 3.2 | 7.4
COc1ccc(C)cc1S(=O)(=O)N1CCN(C/C=C/c2ccccc2)CC1 | 12.4 | -10.5 | 10.2 | -15.5 | 2.8 | -12.0 | -3.0 | -12.2 | 14.0 | 2.5 | 15.2
COc1ccc(C(=O)Oc2ccc(F)cc2C(=O)/C=C/c2ccc(OC)c(OC)c2)cc1 | -14.2 | 10.9 | 24.9 | 6.2 | -1.3 | 3.8 | -11.4 | 2.5 | 19.8 | 25.8 | -3.1
COCCNC(=S)N1CCN(C/C=C/c2ccccc2)CC1 | 5.2 | -8.3 | 5.2 | -0.3 | -6.9 | 15.2 | 1.3 | 6.9 | -15.8 | 3.9 | -5.5
Cn1cnc([N+](=O)[O-])c1Sc1ncn[nH]1 | 3.4 | -24.2 | -5.2 | 6.6 | 2.2 | -0.2 | 27.2 | -9.1 | -6.3 | 16.3 | 1.0

Reformatted as tab-separated lines: entries from further up
SMILES	NCOA3 inh	NCOA1 inh	NR5A2 inv ag	TLR9-MyD88 inh	NOD2-RIPK2 inh	Exocytosis inh	NCOA2 inhibitor	TROY NFkB inh	ABHD5 PLIN5 PPI	TWEAK-Fn14 inh	COUP-TFII inh
Cc1cc(Cl)ccc1OCC(=O)NNC(=O)c1ccc(=O)[nH]c1	2.5	1.1	-8.0	1.4	-9.9	-1.9	-21.6	-0.8	-0.9	-1.5	-9.2
COCCNC(=S)N1CCN(C/C=C/c2ccccc2)CC1	5.2	-8.3	5.2	-0.3	-6.9	15.2	1.3	6.9	-15.8	3.9	-5.5

High-throughput results (PubChem)

An excerpt, so the mix of outcomes need not match the whole.
